From PubChem BioAssay
ALOX12 inh: blocks human arachidonate 12S-lipoxygenase; P18054; purified 12hLO, xylenol orange hydroperoxide absorbance; Potency, µM (top dose mostly 108 µM), for inactives: at the top dose activity change, negative = inhibition, most hits filed as inhibitors; actives 1.1% (n = 580,000); active = well fitted inhibition curve with a large enough effect; inconclusive = small, poorly fitted or top-dose-only effect, or another doubt; inactive = no such curve, though single readings can be large or run the other way
Target sequence (P18054 whole entry, looked up): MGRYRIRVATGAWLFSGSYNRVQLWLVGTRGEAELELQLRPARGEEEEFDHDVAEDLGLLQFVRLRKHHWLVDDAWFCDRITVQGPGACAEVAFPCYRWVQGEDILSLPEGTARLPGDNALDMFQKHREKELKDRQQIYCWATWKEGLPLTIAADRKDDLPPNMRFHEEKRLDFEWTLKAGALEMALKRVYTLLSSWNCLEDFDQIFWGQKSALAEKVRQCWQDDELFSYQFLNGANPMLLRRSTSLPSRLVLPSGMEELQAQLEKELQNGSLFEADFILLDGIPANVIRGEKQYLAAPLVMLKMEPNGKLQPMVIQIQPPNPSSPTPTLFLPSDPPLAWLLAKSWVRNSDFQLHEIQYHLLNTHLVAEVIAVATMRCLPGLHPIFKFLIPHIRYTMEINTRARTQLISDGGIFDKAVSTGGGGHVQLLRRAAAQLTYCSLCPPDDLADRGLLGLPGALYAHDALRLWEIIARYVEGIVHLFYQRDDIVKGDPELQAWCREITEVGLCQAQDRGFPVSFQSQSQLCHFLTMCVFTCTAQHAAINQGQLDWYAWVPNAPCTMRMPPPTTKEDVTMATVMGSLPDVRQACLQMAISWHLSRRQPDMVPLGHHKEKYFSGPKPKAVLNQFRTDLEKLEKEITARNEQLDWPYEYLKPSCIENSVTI
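Hydroperoxide product was detected by ferrous iron/xylenol orange as the 573 to 405 nm absorbance ratio. Arachidonic acid at 40 uM (final) was turned over for 30 min at room temperature by 150 nM human 12hLO, pH 7.0 Hepes buffer, after 15 min compound preincubation.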
Starred values were filed as active, the others as inactive; ? = inconclusive; [ ] = dose if it differs, or a comment. % is scaled to controls: 0 for no effect and ±100 for the full control effect; potency is read from the fitted curve at half-maximal effect.

nr	Compound	ALOX12 inh
1	Cc1ccc(-c2nnc([C@H]3CCN(C(=O)c4ccccc4)C3)o2)cc1	-29%[176 µM]
2	COc1ccc(CCNC(=O)Cn2ccn3nc4c(c3c2=O)CCCCC4)cc1OC	?
3	O=C(c1cnc2ccccn2c1=O)N1CC(=O)N(C2CCCCC2)CC(OCc2ccccc2)C1 (stereo not given)	46%[activator]
4	CC(C)n1cc(CN2CCc3n[nH]c(=O)n3CC2)cn1	17%
5	O=C(c1cccs1)N1CCC2(CC1)N=C(c1cccc(Br)c1)NO2	-7%
6	Cc1ccc(SCc2cc(=O)[nH]c(Nc3nc(C)c4cccc(Cl)c4n3)n2)cc1	6%
7	O=C(c1ccc(CC2CCN(C(=O)C3CCCO3)CC2)cc1)N1CCOCC1 (stereo not given)	39%[activator]
8	O=c1[nH]c(C2CCCN(Cc3cccnc3)C2)nn1-c1ccc(Cl)cc1 (stereo not given)	8%

Laid out differently: results already given
entry	ALOX12 inh	Molecule
4	17%	CC(C)n1cc(CN2CCc3n[nH]c(=O)n3CC2)cn1
5	-7%	O=C(c1cccs1)N1CCC2(CC1)N=C(c1cccc(Br)c1)NO2

The listing continues:
nr	Compound	ALOX12 inh
9	Cc1cc(C)n(Cc2ccc(C(=O)NCC3Cn4cccc4C(=O)N3C)o2)n1 (stereo not given)	16%
10	CC(=O)c1sc(Nc2cccc(C)c2C)nc1C	37%[activator]
11	CCOC(=O)COc1ccc2c(=O)c(Oc3ccccc3)c(C(F)(F)F)oc2c1	-4%
12	O=C(/C=C/c1ccccc1[N+](=O)[O-])OCc1ccccc1F	-22%
13	COc1ccc(CCCNC(=O)C2Cc3c(-c4ccccc4)ccnc3O2)cc1 (stereo not given)	3%
14	COc1ccc(-c2noc(CC3CCN(C(=O)COc4cccc(C)c4)CC3)n2)cc1	11%
15	N#CCCN1CCN(c2cc(C(=O)O)c3cc(NC(=O)C4CCCC4)ccc3n2)CC1	-84%
16	CN(C)S(=O)(=O)c1cccc(C(=O)Nc2cccc3ncccc23)c1	-17%
17	CCN(Cc1ccccc1)C(=O)C1CCCCC(=O)N1C (stereo not given)	24%
18	COCCNC(=O)c1cc(-c2ccccc2)sc1N	?
19	CCOc1cccc(C2C(C#N)=C(N)OC(C(C)(C)C)=C2C#N)c1OCC (stereo not given)	-14%
20	O=C(COc1ccccc1Cl)Nc1cccc(-c2nc3ccccc3o2)c1	4%
21	Cc1cc(Br)cn2c(Cc3cccc(Cl)c3)c(-c3ccco3)nc12	?
22	COc1ncnc2c1ncn2CCCNCc1ccccn1	17%
23	C[C@@H]1COc2cc(N3CC[C@H](O)C3)ccc2S(=O)(=O)N1	-18%
24	CCc1ccccc1S(=O)(=O)N1CCN(C2(CC)CCN(C(=O)NC)C2)CC1 (stereo not given)	?
25	CCNC(=O)c1cc2c(c(-c3cccc(-c4cccc(C(=O)N(C)C)c4)c3)n1)[C@@H](CCO)N(S(=O)C(C)(C)C)C2 (stereo not given in full)	?
26	Cc1ccc([C@@H]2CC(=O)[C@@H]3CN(S(=O)(=O)c4ccc(C)cc4)[C@H](c4ccc(Cl)cc4)C[C@@H]3N2S(=O)(=O)c2ccc(C)cc2)cc1	-64%
27	N#Cc1cn(CC(=O)Nc2ccc(Cl)c(Cl)c2)c2ccccc12	?
28	O=C1COc2ccc(N3CCCC3)nc2CN1Cc1ccc(C(F)(F)F)cc1	?
29	CCCS(=O)(=O)N1CCCN(C(=O)C2CC2)C(c2ccccc2)CC(=O)NCC1 (stereo not given)	14%
30	CC(=O)c1ccc(NC(=O)C(=O)c2c[nH]c3ccccc23)cc1	50%[activator]
31	CC(C)NC(=O)C1C(c2ccc(C(F)(F)F)cc2)=Nc2ccccc2N1C(=O)c1ccccc1 (stereo not given)	3%
32	COc1ccc(C(=O)N[C@@H]2CN(Cc3cccnc3)C[C@H]2CN(C)C)cc1OC	55%[activator]
33	CCN1C(=O)CCN(Cc2ccc(C#N)cc2)CC12CCOCC2	23%
34	Cc1[nH]cnc1CN1CCc2nc(C(=O)Nc3cccc(C(F)(F)F)c3)oc2CC1	100%[activator][176 µM]
35	CCOc1ccc(C=O)cc1-c1ccccc1	-19%
36	COc1ccccc1-c1ccnc(-n2ncc(C(=O)NC(c3cccnc3)C(F)(F)F)c2C)n1 (stereo not given)	13%
37	COC(=O)[C@]12CCCCC=C1N(Cc1ccc3c(c1)OCO3)C(=O)[C@H](CC(=O)NCc1ccccc1)C2	-36%
38	CS(=O)(=O)c1ccc(-c2cnc([C@@H]3COCCN3Cc3ccc(Cl)cc3)[nH]2)cc1	3%[176 µM]
39	CCOC(=O)c1sc2nc(C(C)N3CCOCC3)[nH]c(=O)c2c1C (stereo not given)	-3%
40	CCN1c2cc(C)ccc2-n2cccc2C12CCN(C(=O)Nc1cc(OC)ccc1OC)CC2	-27%
41	CC1=C(C(=O)N2CCOCC2)CC(CC(=O)NC2CCCCC2)C(=O)N1Cc1ccccc1 (stereo not given)	0%
42	CCCc1cc(=O)oc2cc(OCc3c(C)c(C)cc(C)c3C)ccc12	?
43	O=C(COc1ccc2ccc(=O)oc2c1)Nc1ccc(F)cc1F	41%[activator]
44	CN(C)c1ccc(-c2ccnc(N[C@H]3CO[C@H]4[C@@H]3OC[C@H]4OC(=O)NCc3ccccc3)n2)cc1	16%
45	COc1cccc(NC(=O)C2(C)CCN2Cc2ccccc2OC(F)F)c1 (stereo not given)	-7%
46	COc1ccc(C(=O)OCCOc2ccc(C#N)cc2)cc1F	?
47	Cc1cccc(C(=O)NC(NC(=O)c2cccc(C)c2)c2ccccc2)c1	9%
48	CCC[C@H](N)C(=O)N1CCC(c2cc(N3CCOCC3)nc(C)n2)CC1	5%

Quoted from the listing:
In ALOX12 inh, CCC[C@H](N)C(=O)N1CCC(c2cc(N3CCOCC3)nc(C)n2)CC1 has 5%
In ALOX12 inh, COc1cccc(NC(=O)C2(C)CCN2Cc2ccccc2OC(F)F)c1 (stereo not given) has -7%

Later entries:
nr	Compound	ALOX12 inh
49	COCCN1C(=O)c2cccn2CC1CNC(=O)c1nccc2ccccc12 (stereo not given)	75%[activator]
50	CC(C)NC(=O)N[C@H]1CCN2C(=O)c3cc(-c4ccccc4)ccc3NC(=O)[C@H]12	25%[176 µM]
51	O=c1oc2cc(OCc3nn[nH]n3)ccc2cc1-c1ccc(Cl)cc1	?
52	COCC(C)NC(=O)c1cc2ccccc2oc1=O (stereo not given)	34%
53	CCCn1nc(C(=O)OCc2nc(-c3ccccc3)no2)c2ccccc2c1=O	?
54	Cc1ccccc1Nc1nc(N)nc(COC(=O)c2ccc3c(c2)OCCO3)n1	5%
55	Cc1ccc(NC(=O)C(C)Sc2nnc3n2CCCCC3)cc1S(=O)(=O)N1CCOCC1 (stereo not given)	3%
56	Cc1ccc(Nc2cc(C(=O)N3CCOCC3)c3ccccc3n2)cc1	-6%
57	CNC(=O)[C@@H]1CN(C(=O)c2ccncc2)C[C@H]1CO	34%
58	Cc1nc(-c2cn(C3CCCN(C(=O)c4ccc(F)cc4)C3)nn2)no1 (stereo not given)	18%
59	Cc1cc2oc(=O)cc(CN(C)Cc3ccccc3)c2cc1C	?
60	COCC(C)NC(=O)C1=CC(c2cccs2)=NS(=O)(=O)N1C (stereo not given)	3%
61	COC(=O)c1cc2c(c3c4cc(C)ccc4n(S(=O)(=O)c4cccc(C)c4)c13)C(=O)N(C)C2	?
62	CC1CCN(C(=O)[C@H]2CCC[C@H]2NC(=O)c2ccncc2)CC1	22%
63	C[C@@H]1ON(C)[C@H]2C[C@H]3c4cc(-c5ccccc5)ccc4CCN3C[C@@H]12	-29%
64	CC(C)C[C@@H]1N[C@H](C(=O)N2CCCC2)Cc2cn(Cc3nccn3C)c3cccc1c23	101%[activator][176 µM]

A draw from above in order of count of non-hydrogen atoms, lowest first:
nr	Compound	ALOX12 inh
57	CNC(=O)[C@@H]1CN(C(=O)c2ccncc2)C[C@H]1CO	34%
60	COCC(C)NC(=O)C1=CC(c2cccs2)=NS(=O)(=O)N1C (stereo not given)	3%
59	Cc1cc2oc(=O)cc(CN(C)Cc3ccccc3)c2cc1C	?
63	C[C@@H]1ON(C)[C@H]2C[C@H]3c4cc(-c5ccccc5)ccc4CCN3C[C@@H]12	-29%
64	CC(C)C[C@@H]1N[C@H](C(=O)N2CCCC2)Cc2cn(Cc3nccn3C)c3cccc1c23	101%[activator][176 µM]

(list continues)
nr	Compound	ALOX12 inh
65	CC1(C(=O)NS(=O)(=O)c2cccs2)CCN1C(=O)c1ccccc1CCc1ccccc1 (stereo not given)	-13%
66	COCCN1CC(CO)C2(CCN(Cc3ccc(Cl)c(F)c3)CC2)C1 (stereo not given)	6%
67	Cc1sc2cc(C(=O)NCC3CC3)[nH]c2c1CN1CCCCC1	20%
68	CCc1nn(-c2ccc(F)cc2)c(Oc2ccccc2)c1CCC(=O)N1CCCC1	21%
69	Cc1c(C(=O)NCC2CCCN(C)C2)cnn1-c1ncc2c(n1)-c1ccccc1CCC2 (stereo not given)	10%
70	O=C(Nc1ccc(Cl)cc1)N1Cc2[nH]cnc2C[C@H]1c1nc(-c2ccccc2)no1	27%[176 µM]
71	O=C(c1ccc2nccn2c1)N1CCCC1	-4%[12.5 µM]
72	COc1ccc(C2CCCN2Cc2cc(OC)c(OC)c(OC)c2)cc1 (stereo not given)	1%
73	Cc1cc(N2CCC3(CCCN(CC4CCC4)C3=O)C2)nc2ccccc12 (stereo not given)	42%[activator]
74	CCOC(=O)Cn1c(=O)c2c3c(sc2n(CCCN(C)C)c1=O)CCCC3	-32%
75	COc1cc2ccc(C(C)=O)c(O)c2cc1OC	-3%
76	Cc1c(C(=O)NC(C)(C)CO)sc2ncnc(NCCN(C)C)c12	-1%
77	Cc1nn(CC(=O)Nc2ccc(NC(=O)CC(C)C)cc2)c(=O)c2ccccc12	-1%
78	O=C(NCc1ccccn1)C1(c2cccc(C(F)(F)F)c2)CCOCC1	42%[activator]
79	Cn1c(=O)c2c(nc(SCc3cccc(F)c3)n2Cc2ccccc2)n(C)c1=O	?
80	Cc1ccc(C(=O)Nc2c(C)cccc2C(C)C)s1	?
81	COc1ccc(C(C)(O)c2nc(-c3cc(F)cc(F)c3)cs2)cc1 (stereo not given)	-18%
82	COc1cccc(-c2nc(-c3nc4ccccc4s3)cs2)c1OC	5µM*
83	O=[N+]([O-])c1cccc(N/N=C/c2cccc(Br)c2)c1	?
84	COCC(=O)N1CCN2C(=O)N(Cc3ccccc3)C(=O)[C@H]2C1	22%[176 µM]
85	O=C(CCc1nc(-c2ccsc2)no1)Nc1ccc(N2CCOCC2)cc1	?
86	Cc1[nH]ncc1CNC(=O)C1CCCCC(=O)N1Cc1ccccc1 (stereo not given)	29%
87	CC(=O)N1CC2(Cc3ccccc31)CN(C(=O)Cc1cccc(Cl)c1)C2	12%
88	Cc1c(C(=O)Nc2nonc2-c2ccccc2)oc2ccc(F)cc12	20%

In a second layout: 2 of the compounds above.
87: CC(=O)N1CC2(Cc3ccccc31)CN(C(=O)Cc1cccc(Cl)c1)C2
  ALOX12 inh: 12%
88: Cc1c(C(=O)Nc2nonc2-c2ccccc2)oc2ccc(F)cc12
  ALOX12 inh: 20%

More compounds:
nr	Compound	ALOX12 inh
89	COC[C@@H]1CN(C(=O)c2cc(C)oc2C)C[C@H]1c1nc(C)no1	27%
90	Cc1ccc(-n2c(C3CCN(C(=O)c4ccc5c(c4)OCO5)CC3)n[nH]c2=O)cc1	15%
91	CCc1cccc(C)c1NC(=O)c1nc2ccccc2nc1N1CCCC1	-28%
92	COCCn1c(SC(C)C(=O)NC(N)=O)nnc1-c1cccc(C)c1 (stereo not given)	-18%
93	O=C(NCCc1ccccc1)c1nc(-c2ccc3[nH]ccc3c2)no1	-3%
94	O=C(NC[C@H]1OC[C@@H](NCc2ccccc2O)[C@@H]1O)c1cccs1	-17%[176 µM]
95	CCOc1ccc(CC(=O)NC2CCN(c3cc(-c4ccc(Cl)cc4)[nH]n3)CC2)cc1OCC	23%
96	CC(=O)N1CCC(NC[C@@H]2C=C(C)[C@H](Cc3nc4ccncc4[nH]3)C[C@H]2C(C)C)CC1	37%[activator][176 µM]
97	O=C(CCC(F)(F)F)NC1CC(=O)N(CCCc2ccccc2)C1 (stereo not given)	6%
98	Cc1ccc(C)c(-n2nc(-c3c(C)nc4scc(CC(=O)NCc5ccco5)n4c3=O)cc2C)c1	-19%
99	CCCNC(=O)c1cc(C2CCCN(C(=O)c3ccc(OC)cc3)C2)on1 (stereo not given)	6%
100	NC(=O)C1CCN(C(=O)C(=O)NCCNC(=O)c2cc3ccccc3[nH]2)CC1	-2%
101	O=C(NC1CCN(c2cc(C(F)(F)F)ncn2)CC1)c1ccco1	10%
102	COc1cccc(CCc2ccccc2C(=O)N2CC[C@](C)(O)[C@H](C)C2)c1	16%
103	O=C(NC1CCCCCC1)c1cc(Cl)nc(Cl)c1	-39%
104	CCCN(CC(=O)Nc1ccccc1C(=O)Nc1cccc(C)c1)Cc1nnc(-c2ccco2)o1	22%
105	COc1ccccc1C(=O)N1CCc2cn(C)c3cccc(c23)C1	6%
106	CC1(C(=O)NCCCn2ccnc2)COCc2cnc(Nc3ccccc3)nc21 (stereo not given)	26%[176 µM]
107	COc1ccc(OC)c2nc(-c3cccc(Cl)c3)c(CN3CCCC(O)C3)cc12 (stereo not given)	-29%
108	C/C(=N/N=C(c1ccccc1)c1ccccc1)c1cccnc1	4%
109	COCCn1cnc2ccc(Nc3ccc(C(F)(F)F)cc3)nc2c1=O	12%[176 µM]
110	CN(CCO)c1cccc2c1S(=O)(=O)N(Cc1cn(Cc3cccc(C(F)(F)F)c3)nn1)Cc1ccccc1O2	-25%
111	COC[C@@H]1CN(C(=O)c2ccc3ccccc3n2)C[C@H]1c1ccncc1	18%
112	CCCc1nc2c3ccccc3ccn2c1Cc1ccccc1	?
113	COCCC1(NC(=O)CCc2ccc(OC)cc2)CCN(C2CCOCC2)CC1	82%[activator]

An excerpt (hit frequency here may not be typical).
